GAA850 FXN act: activators of GAA850 frataxin (FXN) promoter. HEK293 lucGAA850 FXN promoter luciferase reporter, 24 h; percent of 10 µM SAHA response. activation, % at 6 µM. 360,000 tested, 0.56% active. AID 540364;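 active means activation above the average of all compounds screened plus 3 SD, cutoff fixed separately per campaign, cut at about 7.5% in these data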;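 further: 0% = DMSO wells and 100% = 10 µM SAHA wells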
ssDAF12 agonist: activates DAF-12 receptor from parasite S. stercoralis; 370,000 tested, 1% active; activation, % at 6.8 µM; HEK293 ssDAF-12/GRIP1 lit1-tk-luc reporter, luminescence; % of 3 µM dafachronic acid response;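 active means activation above the mean over all tested compounds plus 3 SD, cut at about 0.9% in these data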;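 further: 0% = DMSO-only wells and 100% = 3 µM delta7-dafachronic acid wells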
NPR2 activator: GC-B (human) receptor activation; HEK293-GC-B cells, CNP EC30, cGMP TR-FRET; 0% at EC30 CNP, 100% saturating CNP; AID 1920062; activation, % at 10 µM; 370,000 tested, 0.11% active; P20594;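 active means activation at 10 µM reaching about 35% in either raw or pattern-adjusted values, limit read from the data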
sPLA2-III inh: Blocks human group III sPLA2 activity; Q9NZ20; AID 743126; 370,000 tested, 0.56% active; QFRET BODIPY PC-A2 liposome hydrolysis, fluorescence; inhibition, % at 12.2 µM;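 active means inhibition above mean plus 3 SD of compounds lying within the high and low control bounds, cut at about 19% in these data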;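 further: 0% = median of test compound wells and 100% = no enzyme DMSO wells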
hcDAF12 agonist: H. contortus DAF-12 activation, primary screen | HEK293 hcDAF-12 lit1-tk-luc reporter, luminescence; 0% DMSO, 100% Δ7-dafachronic acid | activation, % at 6.8 µM | 370,000 tested, 1.4% active | AID 652067;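 active means activation above the mean of all tested compounds plus 3 SD, cut at about 5.5% in these data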;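 further: 100% = response to 3 µM Δ7-dafachronic acid high control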
SMARCA2 activ: activators of SMARCA2 function; 370,000 tested, 1% active; activation, % at 9.1 µM; AID 652017; MG213 cells, MMTV-luciferase reporter, dexamethasone, overnight; in the data active means activation above about 7.8%;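 further: 0% = vehicle wells and 100% = reference activator wells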
hgDAF12 agonist: hgDAF-12 agonism, primary luciferase screen; HEK293 GAL4-hgDAF12 UAS-luciferase reporter, agonist luminescence; normalized to butyrate control; activation, % at 6.8 µM; 370,000 tested, 1.8% active; AID 687014;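 active means activation above a cutoff set at the mean of all screened compounds plus 3 SD, cut at about 10% in these data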;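 further: 0% = DMSO wells and 100% = sodium butyrate wells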
GC-A act: GC-A (human) enzyme activation. HEK293 GC-A cells, cGMP TR-FRET, EC30 ANP; 0% at EC30 ANP, 100% saturating ANP. activation, % at 10 µM. 370,000 tested, 0.14% active; in the data active means activation above about 40%
Target sequence (P16066 whole entry, looked up): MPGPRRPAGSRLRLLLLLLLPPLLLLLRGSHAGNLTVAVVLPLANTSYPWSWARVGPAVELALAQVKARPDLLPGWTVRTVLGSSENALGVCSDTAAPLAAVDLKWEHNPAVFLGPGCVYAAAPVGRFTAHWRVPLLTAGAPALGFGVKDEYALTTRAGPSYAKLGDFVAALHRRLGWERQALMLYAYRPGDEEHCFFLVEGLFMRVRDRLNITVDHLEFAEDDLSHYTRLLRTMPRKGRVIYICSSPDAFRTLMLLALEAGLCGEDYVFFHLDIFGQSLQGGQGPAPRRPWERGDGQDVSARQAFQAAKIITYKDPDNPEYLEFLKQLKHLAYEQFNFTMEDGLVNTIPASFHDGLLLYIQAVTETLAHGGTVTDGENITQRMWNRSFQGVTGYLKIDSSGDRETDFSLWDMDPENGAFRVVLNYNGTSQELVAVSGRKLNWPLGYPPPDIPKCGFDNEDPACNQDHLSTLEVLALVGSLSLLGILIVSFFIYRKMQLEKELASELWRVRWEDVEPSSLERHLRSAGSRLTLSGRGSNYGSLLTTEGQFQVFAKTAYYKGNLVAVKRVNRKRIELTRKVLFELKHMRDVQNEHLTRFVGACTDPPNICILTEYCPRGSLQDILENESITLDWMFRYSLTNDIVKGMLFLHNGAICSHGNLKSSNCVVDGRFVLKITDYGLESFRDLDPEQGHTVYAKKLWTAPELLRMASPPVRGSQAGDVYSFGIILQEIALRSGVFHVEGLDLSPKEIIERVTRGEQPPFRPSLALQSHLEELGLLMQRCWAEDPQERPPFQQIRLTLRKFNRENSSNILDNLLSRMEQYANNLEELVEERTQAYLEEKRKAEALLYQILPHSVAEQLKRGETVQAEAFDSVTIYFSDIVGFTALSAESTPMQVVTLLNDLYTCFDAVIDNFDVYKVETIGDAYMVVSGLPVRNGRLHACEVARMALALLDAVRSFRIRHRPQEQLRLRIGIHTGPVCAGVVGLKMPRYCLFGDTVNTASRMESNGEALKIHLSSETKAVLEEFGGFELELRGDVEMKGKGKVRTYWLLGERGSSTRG
DAX1 inh-1: DAX1 (NR0B1) inhibition, primary screen | HEK293T StAR-luciferase reporter, SF-1/DAX-1 repression relief | inhibition, % at 6.8 µM | 370,000 tested, 1.1% active | AID 652010;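 active means inhibition above the mean over all tested compounds plus 3 SD, cut at about 3.6% in these data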;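 further: 0% = DAX-1 cells with DMSO and 100% = cells lacking DAX-1 with DMSO; higher inhibition means more luminescence from relief of DAX-1 repression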
DAX1 inh-2: inhibitors of human orphan nuclear receptor DAX1 (NR0B1). P51843. HEK293 Gal4-DAX1 luciferase reporter, luminescence. inhibition, % at 6.75 µM. 340,000 tested, 0.99% active. AID 504766;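 active means inhibition above the mean over all tested compounds plus 3 SD, cut at about 4.2% in these data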;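 further: 0% = DAX1-transfected cells with DMSO and 100% = empty-vector control cells with DMSO; inhibition shows as a rise in luminescence from relieved DAX1 repression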
KLK7 zymogen act: activates the human kallikrein-7 zymogen; P49862; purified proKLK7, EDANS-DABCYL substrate fluorescence; 100% is mature enzyme control, 0% vehicle; activation, % at 7 µM; 370,000 tested, 0.9% active; AID 652039;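 active means activation above the mean of all tested compounds plus 3 SD, computed per campaign excluding outliers beyond control limits, cut at about 13% in these data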
Active calls of the source: *; / = not tested or not shown.

1. CC(C)CC1C(=O)N(Cc2cn(Cc3ccco3)nn2)CCS(=O)(=O)N1Cc1ccc(-c2ccccc2)cc1 (configuration not stated)
2. COc1ccccc1N(CC(=O)NCCSCc1ccccc1)S(C)(=O)=O
3. COc1ccc(/C=C/C(=O)Nc2ccc(C(N)=O)cc2)cc1OC
4. Cc1cc(C)n2nc(C(=O)OCCOc3ccc(Br)cc3)nc2n1
5. COC(=O)c1cc(N2CCN(C)CC2)nc2ccccc12
assay / compound,1,2,3,4,5
GAA850 FXN act,-2.3,-0.1,1.0,-0.9,-1.1
ssDAF12 agonist,-1.3,-1.4,-1.1,-1.1,-1.2
NPR2 activator,1,5,-3,-2,-11
sPLA2-III inh,-46,10,-3,-2,-16
hcDAF12 agonist,-1.1,1.0,-1.1,-0.4,-0.5
SMARCA2 activ,-4,-3,-2,1,2
hgDAF12 agonist,-2.2,-1.3,-2.7,-0.3,-2.4
GC-A act,-11,1,0,3,-5
DAX1 inh-1,-2.2,-0.3,-0.2,0.1,-0.3
DAX1 inh-2,-0.8,-0.5,/,-0.5,0.8
KLK7 zymogen act,-0.1,-0.2,-7.9,0.7,61*

6. O=C(COC(=O)c1ccco1)NC1CCCCC1
7. COc1cc(CNC2CCCC2)c(Br)cc1OC1CCCC1
8. CS(=O)(=O)c1ccc(OC[C@@H](O)CN2CCC(C(O)(c3ccccc3)c3ccccc3)CC2)cc1
9. Cc1cc(C)nc(-n2nc(C)c(C3(O)C(=O)Nc4ccccc43)c2N)n1 (configuration not stated)
10. CCOC(=O)c1c(N)sc(C(=O)OC)c1C
assay / compound,6,7,8,9,10
GAA850 FXN act,3.4,-7.9,/,-0.3,1.8
ssDAF12 agonist,-0.9,-1.0,-0.4,-0.6,-0.8
NPR2 activator,-5,5,-18,-7,7
sPLA2-III inh,-6,1,-16,-2,4
hcDAF12 agonist,1.3,-0.2,0.9,2.5,-0.6
SMARCA2 activ,1,3,1,2,-1
hgDAF12 agonist,0.2,-0.1,0.4,1.0,3.6
GC-A act,-1,-3,-15,0,1
DAX1 inh-1,0.3,1.4,-0.5,-0.6,0.0
DAX1 inh-2,1.1,-0.1,/,0.3,-1.4
KLK7 zymogen act,-0.4,0.3,0.1,0.1,0.0

11. Cc1ccccc1C(=O)NCCn1cc(SCC(=O)NCC2CCCO2)c2ccccc21 (configuration not stated)
12. Cn1nc(-c2ccccc2)c(CO)c1Oc1ccc(F)cc1
13. N#Cc1c(N)nc2c(c1-c1cccs1)CCCC2
14. CC(C)c1ccc(CNCc2ccccc2)cc1
15. CCc1ccccc1Nc1ncnc2ccccc12
assay / compound,11,12,13,14,15
GAA850 FXN act,0.9,2.1,2.5,3.0,-1.6
ssDAF12 agonist,-0.9,-1.1,-0.8,-1.9,-1.6
NPR2 activator,-3,-1,4,-2,0
sPLA2-III inh,-3,1,1,8,2
hcDAF12 agonist,-1.2,-0.2,-2.3,-2.3,1.1
SMARCA2 activ,0,-2,0,0,0
hgDAF12 agonist,-1.3,1.9,-0.8,1.2,-1.4
GC-A act,-6,7,3,-4,1
DAX1 inh-1,-1.0,-0.1,0.2,-0.1,-0.4
DAX1 inh-2,-0.7,-0.4,-0.6,0.3,1.6
KLK7 zymogen act,0.3,0.0,-3.6,0.4,0.6

16. COC(=O)[C@]12C[C@H](CC(=O)NCC34CC5CC(CC(C5)C3)C4)C(=O)N(Cc3ccc(Cl)cc3Cl)C1=C[C@H](C1CCCC1)O[C@@H]2C
17. CCC(c1nnc(SCC(=O)NCCc2ccc(OC)c(OC)c2)n1Cc1ccccc1)N(C)C (configuration not stated)
18. CCN1C(=O)[C@H]2[C@@H](c3ccc(C)cc3)N3C(=O)N(c4cccc(Cl)c4)C(=O)[C@@]3(C)[C@H]2C1=O
19. COCC(C)NC(=S)N1CCN(c2ccccc2Cl)CC1 (configuration not stated)
20. CCOC(=O)CN1C(=O)C(O)(CC(=O)c2ccccn2)c2ccccc21 (configuration not stated)
assay / compound,16,17,18,19,20
GAA850 FXN act,/,3.4,-0.2,1.6,-0.5
ssDAF12 agonist,-0.5,1.2*,-1.2,-1.1,0.5
NPR2 activator,-5,1,-6,3,5
sPLA2-III inh,4,-6,4,9,-5
hcDAF12 agonist,-0.6,-0.4,0.5,-0.2,0.8
SMARCA2 activ,8,-1,0,1,0
hgDAF12 agonist,2.0,-0.9,-0.7,-2.5,4.2
GC-A act,1,-2,-1,2,0
DAX1 inh-1,0.2,-0.3,-0.2,-0.1,-0.2
DAX1 inh-2,/,2.8,-0.6,2.0,1.5
KLK7 zymogen act,0.0,0.0,-0.4,-0.1,0.6

21. COc1ccc(C2CC(c3cccs3)=NN2C(=O)CSc2nnnn2C)cc1OC (configuration not stated)
22. O=c1[nH]nnc2sc3c(c12)CCCC3
23. COc1cccc(CN2CCN(c3ncccn3)CC2)c1OC
24. CN(C)c1ccc(NC(=O)c2ccc(Cn3cc([N+](=O)[O-])cn3)cc2)cc1
25. CCCCN(CCCC)S(=O)(=O)c1ccc(NC(=O)c2ccc([N+](=O)[O-])cc2Cl)cc1
assay / compound,21,22,23,24,25
GAA850 FXN act,-2.0,-1.1,0.7,2.5,-1.1
ssDAF12 agonist,-1.1,-0.8,-1.3,0.5,-2.1
NPR2 activator,-1,-2,3,1,9
sPLA2-III inh,3,-1,-3,8,0
hcDAF12 agonist,-0.8,-0.3,-1.8,-0.7,-1.3
SMARCA2 activ,4,1,-2,4,-3
hgDAF12 agonist,-1.3,6.0,0.2,2.5,0.1
GC-A act,1,-1,0,-2,-5
DAX1 inh-1,0.1,-0.8,-0.3,2.9,0.1
DAX1 inh-2,-0.6,0.5,0.3,0.9,-0.4
KLK7 zymogen act,-0.3,0.8,0.1,0.0,-0.7

26. COc1ccc(CCNC(=O)C2CC(c3c(Cl)cccc3Cl)=NO2)cc1 (configuration not stated)
27. CC1(C)CC(=O)C(N=Nc2ccc(C(F)(F)F)cc2[N+](=O)[O-])=C(O)C1
28. CC(Oc1cc2oc(=O)c3c(c2cc1Cl)CCC3)C(=O)NCCCn1ccnc1 (configuration not stated)
29. Cc1cnn(-c2nc(-c3cccs3)cc(C(F)(F)F)n2)c1
30. O=C(CCS(=O)(=O)c1ccccc1)Nc1nc(-c2ccc(F)cc2)cs1
assay / compound,26,27,28,29,30
GAA850 FXN act,0.3,1.1,-2.3,0.3,3.2
ssDAF12 agonist,-1.2,-1.0,-1.3,-1.9,-2.0
NPR2 activator,0,1,-6,-2,-4
sPLA2-III inh,-2,20*,10,-4,7
hcDAF12 agonist,-1.2,-1.7,-1.3,-2.5,-3.0
SMARCA2 activ,1,-6,-1,8,-8
hgDAF12 agonist,0.2,-1.7,-1.4,-2.3,-2.5
GC-A act,-4,1,-10,-10,28
DAX1 inh-1,-0.3,-0.5,-0.3,-0.3,-1.3
DAX1 inh-2,0.8,/,0.3,-0.8,0.1
KLK7 zymogen act,0.0,0.4,0.9,-0.1,-0.2

31. O=C(O)[C@@H]1CC(O)CN1C(=O)CCc1c[nH]c2ccccc12 (some centres not stated)
32. COc1cc(Nc2ccc(C)cc2)c([N+](=O)[O-])nc1[N+](=O)[O-]
33. O=C(/C=C/c1cccc(Br)c1)OCC(=O)N1CCN(c2ccccc2)CC1
34. CCOC(=O)C1=CCN(S(=O)(=O)c2ccccc2Br)C1c1ccc(Cl)c(Cl)c1 (configuration not stated)
35. O=S(=O)(c1cccs1)N1CCN(C/C=C/c2ccccc2)CC1
assay / compound,31,32,33,34,35
GAA850 FXN act,-0.1,-4.1,0.5,/,1.3
ssDAF12 agonist,-0.7,-0.7,-1.0,-1.7,-1.3
NPR2 activator,1,-2,-5,-6,0
sPLA2-III inh,-14,0,-4,-9,-10
hcDAF12 agonist,2.9,2.9,-2.2,-1.1,-0.3
SMARCA2 activ,1,1,3,-6,-1
hgDAF12 agonist,2.0,2.5,-1.3,-1.0,-1.3
GC-A act,1,-1,-5,-12,3
DAX1 inh-1,0.6,0.8,1.1,-2.6,-1.1
DAX1 inh-2,-1.6,1.5,-0.3,/,-1.5
KLK7 zymogen act,0.2,0.5,0.2,0.3,-0.5

36. CC(C(=O)Nc1ccc(C(N)=O)cc1)N1C(=O)c2ccccc2S1(=O)=O (configuration not stated)
37. C=CCn1c(SCc2ccc(F)cc2)nnc1-c1sc2nc(C)cc(C)c2c1N
38. Cc1nn(C(C)C(=O)NNC(=S)Nc2ccc(Cl)cc2)c(C)c1[N+](=O)[O-] (configuration not stated)
39. CC[C@H](CO)Oc1cc(NCc2ccc(Cl)c(Cl)c2)c2ncn(C(C)C)c2c1
40. CC1=CN2C(c3cccc([N+](=O)[O-])c3)=NON(c3ccc(C)cn3)C2C=C1 (configuration not stated)
assay / compound,36,37,38,39,40
GAA850 FXN act,1.6,1.2,-0.6,2.5,/
ssDAF12 agonist,-1.1,-1.1,-1.0,-1.8,-0.9
NPR2 activator,1,2,0,9,4
sPLA2-III inh,3,13,4,-7,9
hcDAF12 agonist,-0.1,-2.2,-0.1,-0.5,0.0
SMARCA2 activ,-3,-4,4,2,-6
hgDAF12 agonist,-1.2,-2.2,1.4,-0.8,-2.7
GC-A act,1,2,0,5,-4
DAX1 inh-1,0.7,-0.2,-0.6,0.3,-1.0
DAX1 inh-2,-1.1,/,-0.7,-1.4,/
KLK7 zymogen act,0.4,-2.6,-0.2,0.7,-0.8

41. Cc1ccc(CSc2nc(-c3ccccc3)c(C#N)c(=O)[nH]2)cc1
42. CCOC(=O)c1csc(NC(=O)CSc2nnc(C3CC3)n2C)n1
43. CC1Cc2ccccc2N1C(=O)CSc1nnc(CSc2ncccn2)n1C (configuration not stated)
44. O=C(CNC(=O)Cc1ccccc1)NCC(=O)N1CCCCC1
assay / compound,41,42,43,44
GAA850 FXN act,0.2,1.4,-2.8,-0.2
ssDAF12 agonist,-1.2,-0.5,-1.5,-1.5
NPR2 activator,-2,2,-4,-5
sPLA2-III inh,-59,0,-4,-2
hcDAF12 agonist,-1.1,-0.3,-1.6,0.4
SMARCA2 activ,-3,1,3,3
hgDAF12 agonist,1.1,2.8,1.3,-0.8
GC-A act,7,0,5,2
DAX1 inh-1,-0.4,-0.5,-1.1,-0.8
DAX1 inh-2,-0.7,1.5,0.0,0.7
KLK7 zymogen act,0.8,0.1,-0.1,-0.2
